Compound activity as filed in PubChem.
Dynein transport: blocks dynein driven cargo transport along microtubules | 3617.4 mouse cells, GR-EGFP nuclear translocation imaging; test concentration mostly 20 µM; stimulated with dexamethasone, 1 µM; stronger effect = lower value | z-score, hits read low | 0.47% of 220,000 active | AID 1381;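 active = plate z-score of nuclear minus cytoplasmic receptor signal below a set negative limit, without overly bright fluorescence or cell loss, cut at about -3.5 in these data, passing the limit was not always enough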;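 also: z-score of nuclear minus cytoplasmic ring GR-EGFP intensity difference per well; some compounds called inactive have numbers as strong as hits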
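medium = tetracycline-free induction medium containing charcoal-stripped FBS | also added = 1.0 µM final dexamethasone stimulus | schedule = 48 h induction, 1 h compound, 30 min dex at 37 °C | technique = fixed, Hoechst-stained cells imaged at 10x for EGFP | measure = GR-EGFP nuclear translocation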
AID2073: disruptors of CaV2.2 binding to Mint1 – biochemical, HTRF (AID 2073); HTRF protein-protein interaction, Mint1-CaV2.2; higher % means a stronger effect; inhibition, % at 20 µM, or IC50 in µM where a hit was titrated; 0.19% of 290,000 active; in the data active = inhibition mostly above about 51%, no sharp cut-off; inconclusive = no clear call, values can overlap the other calls; inactive = mostly below about 53%; also: some results filed as inactive read as strong as hits
b-catenin transl: alters nuclear translocation of beta-catenin in HeLa cells. immunofluorescence imaging. nuclear translocation activity, % at 5 µM. 0.3% of 190,000 active. AID 1665;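 active = nuclear translocation activity above 50% at 5 µM, with a well cell count of 50 or more; inconclusive = wells under 50 cells across six images, flagged as toxic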;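 also: per-cell ratio of nuclear to cytoplasmic median beta-catenin stain intensity; plate controls were DMSO negative control for no effect and GSK-3 inhibitor IX positive control for full effect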
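System: Human HeLa cells, endogenous beta-catenin | Compound dosing: 5 µM primary, 0.02–20 µM confirmation | Timing: 24 h compound exposure at 37°C, 5% CO2 | Measured by: Fluorescence imaging of beta-catenin antibody stain plus DAPI | Read-out basis: % activation of per-cell nuclear versus cytoplasmic median beta-catenin signal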
WT yeast gro inh: growth inhibition of WT yeast, mitochondrial fusion screen. mitochondrial fusion phenotypic screen, WT strain. inhibition, % at 10 µM. 2.1% of 190,000 active; in the data active = inhibition above about 58%; tested in S. cerevisiae
Yfh1-off respiration: mitochondrial function rescue without frataxin homolog – Friedreich's ataxia, plus single-dose screen, dose response (AID 1465); S. cerevisiae Yfh1-off respiration, WST-1 reduction, 72 h; higher fold induction means a stronger effect; fold induction at 50 µM; hits with a dose series show EC50 in µM; 0.074% of 220,000 active;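 active = fold induction of absorbance versus untreated yeast above a set limit, then at least 30% activation at any dose in follow-up; inconclusive = repeats straddling the limit, or above it without dose testing; inactive = fold induction below the set limit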;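 also: activators that raise dye reduction in frataxin-depleted yeast; strong numbers were not always called active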
HIV fusion peptide: cell-free HIV fusion peptide-binding blockers – biochemical, uHTS, fluorescence dequenching, primary screen (AID 1986); cell-free peptide binding, fluorescence dequenching, 30 min; higher % means a stronger effect; inhibition, % at 20 µM, or IC50 in µM where a hit was titrated; 0.3% of 290,000 active; in the data active = inhibition mostly above about 52%, no sharp cut-off; inactive = mostly below about 76%; also: some results filed as inactive read as strong as hits
Autophagy mod: modulators of autophagy. 0.98% of 190,000 active. MEF GFP-LC3 puncta imaging; test concentration mostly 10 µM. calls only at 10 µM (by protocol). AID 463193;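 active = percentage of spot-positive cells more than 3 SD above its plate mean, without a fluorescence outlier flag or 80% toxicity; inconclusive = no clear call, values can overlap the other calls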;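 also: spot-positive cell cutoff set from DMSO-treated cells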
Ins promoter up: MIN6 insulin promoter up-regulation; AID 1625; MIN6 insulin promoter-GFP reporter, high-content imaging; stronger effect = higher value; 0.3% of 190,000 active; z-score at 5 µM;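 active = z-score above 3 at 5 µM with at least 500 cells counted in the well; inconclusive = wells under 500 cells, flagged as cytotoxic or low count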
MT stabilizer: stabilizes microtubules in HeLa cells; HeLa tubulin immunostaining HCS, 24 h; share of cells brighter than vehicle mean+2SD; % tubulin-high responders, % at 10 µM; 0.83% of 200,000 active;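 active = plate Z-score above 3 for both tubulin-high and condensed-nucleus cell shares, with cell loss under 80%, at 10 µM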;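 also: anti alpha tubulin signal scored within the nucleus-defined area of each cell; some results filed as inactive read as strong as hits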
WT yeast gro inh mutant strain: second read-out of WT yeast gro inh, no call of its own (marks repeat the call); inhibition, %; mitochondrial fusion phenotypic screen, mutant strain inhibition
Dynein transport cytoplasmic EGFP: second read-out of Dynein transport, no call of its own (marks repeat the call); z-score; measured here: cytoplasmic GR-EGFP intensity; stronger effect = higher value
Dynein transport nuclear GR-EGFP: second read-out of Dynein transport, no call of its own (marks repeat the call); z-score; measured here: nuclear GR-EGFP intensity;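 lower value marks the stronger effect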
Dynein transport cell count: also measured in Dynein transport; calls as there; z-score; measured here: cell count per field
Ins promoter up cell count: second read-out of Ins promoter up, no call of its own (marks repeat the call); cell count; measured here: cytotoxicity, nuclei count;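 total cells summed across four imaged fields per well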
b-catenin transl cell count 5 µM: recorded beside b-catenin transl, whose call it bears; cell count; measured here: cell count, cytotoxicity flag
MT stabilizer Hoechst-high %: further read-out of MT stabilizer, marked with its call; % Hoechst-high responders; measured here: nuclear condensation Hoechst responders;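 share of cells brighter than vehicle mean plus two SD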
MT stabilizer cytotoxicity %: also measured in MT stabilizer; calls as there; toxicity, %; measured here: cytotoxicity by cell density;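 0% = mean cell density of plate MIN control wells and 100% = no cells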
Autophagy mod cell loss 18 h: recorded beside Autophagy mod, whose call it bears; toxicity, %; measured here: cell loss, nuclei count;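 cell loss after 18 h compound exposure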
Numbers without * were called inactive; i = inactive; u = inconclusive; x = no result given; + = active, no number. Outcome played no part in choosing rows; 4.2% or so of the library scored in one or more.

SMILES	Dynein transport	Dynein transport cytoplasmic EGFP	Dynein transport nuclear GR-EGFP	Dynein transport cell count	AID2073	b-catenin transl	b-catenin transl cell count 5 µM	WT yeast gro inh	WT yeast gro inh mutant strain	Yfh1-off respiration	HIV fusion peptide	Autophagy mod	Autophagy mod cell loss 18 h	Ins promoter up	Ins promoter up cell count	MT stabilizer	MT stabilizer Hoechst-high %	MT stabilizer cytotoxicity %
Cc1onc(-c2c(F)cccc2Cl)c1C(=O)NCCCN1CCOCC1	0.584	-0.211	0.164	0.741	1.5%	0.0	1015	5.0	-5.2	i	0.6%	i	-0.4	0.07	1397	3.8	2.0	5.6
O=C(Cn1cnc2c(cnn2-c2ccccc2)c1=O)N1CCOCC1	0.105	-0.197	0.293	0.185	4.3%	-0.1	971	12.6	0.3	i	-1.9%	i	-0.2	0.74	1912	2.4	1.7	2.6
CCNC(=O)c1cc2ccccc2o1	-0.428	-0.204	0.687	-0.28	-6.6%	-4.9	565	2.2	-17.8	i	1.2%	i	-1.6	-0.04	1341	4.0	2.3	3.4
O=C(CCCn1c(=O)[nH]c2ccsc2c1=O)Nc1ccc(F)cc1	-0.641	-0.326	-0.0503	1.36	8.1%	0.4	1048	-2.5	14.6	i	-2.1%	i	11.3	0.33	1171	6.5	4.5	9.9
CCOC(=O)C1=C(N)N2C(=O)C(C)SC2=C(C(=O)OC)C1c1ccccc1OC (stereo not drawn)	-0.663	-0.255	-0.405	0.321	-10.4%	x	x	x	x	i	-3.0%	i	0.2	x	x	2.7	1.7	9.2
CCOC(=O)CNC(=O)CSc1nc(NCc2ccccc2)nc(N(C)C)n1	2.42	-0.222	1.7	-0.157	-0.3%	-0.6	1084	-20.9	2.2	i	-1.9%	i	7.6	0.06	1898	5.3	1.5	3.7
Cc1cc(=O)n2c(n1)NC(=NCc1ccccc1)NC2c1ccccc1 (stereo not drawn)	1.58	-0.241	0.613	-0.409	9.2%	0.2	1134	x	x	i	1.8%	x	x	0.2	1450	x	x	x
C=CCSc1nnc2nc3c(nn12)c1cc(C)ccc1n3CC=C	0.145	0.195	0.31	-0.409	5.2%	2.1	685	18.1	11.9	i	-1.0%	i	-9.3	-0.89	1097	2.6	1.8	8.0
NC(=O)CSC1=Nc2ccccc2C2=NC(CCC(=O)NCc3ccc(F)cc3)C(=O)N12 (stereo not drawn)	-0.0266	-0.15	0.332	-0.794	41.4%	x	x	10.3	-16.1	i	1.4%	i	-8.5	0.02	1235	2.7	1.9	10.1
COc1ccc(OC)c(N(CC(=O)NCc2ccccn2)S(C)(=O)=O)c1	0.285	-0.197	0.299	0.162	4.1%	-2.8	953	-5.5	2.3	i	0.1%	i	-1.4	-1.06	1529	3.2	2.5	3.0
O=C(CNC(=O)c1cccs1)N/N=C/c1ccco1	0.145	-0.162	0.283	-0.462	0.4%	-0.8	1037	14.5	6.3	i	-1.1%	i	1.9	1.18	1214	2.5	0.8	7.3
COC(=O)c1ccc(=O)n(-c2ccc(OC)cc2)c1	-0.349	-0.185	0.0513	0.355	-1.5%	-6.0	970	5.0	5.5	i	-0.9%	i	6.8	0.35	1375	2.8	1.5	5.7
COc1ccc(OC)c(NC(=O)c2c(NC(=O)CNCc3ccco3)sc3c2CCC3)c1	0.254	-0.193	-0.109	0.224	-4.8%	-4.6	954	10.4	3.7	i	5.9%	i	0.6	0.51	1205	2.0	4.7	2.6
CCCn1c(SCC(=O)NCCc2ccccc2)nnc1C(C)C	1.74	-0.223	1.48	-0.831	-0.4%	-1.1	1313	x	x	i	-1.3%	x	x	-0.4	1034	x	x	x
COc1ccc(OC)c(CN2CCN(C(=O)c3cccc4ccccc34)CC2)c1	0.163	-0.198	-0.0749	0.279	-6.0%	-6.8	984	56.1	8.4	i	-0.3%	i	3.8	0.71	941	1.4	1.9	2.4
COc1ccc(NC(=O)Nc2ccc(C(=O)N3CCOCC3)cc2)c(OC)c1	-0.732	-0.139	-0.239	0.542	2.8%	2.2	1003	9.1	4.0	i	-0.2%	i	16.3	-0.47	1378	3.5	2.6	2.1
COC(=O)c1ccc(N/C=C\C(=O)c2ccc3c(c2)OCO3)cc1	-0.944	-0.22	-0.649	0.802	13.3%	0.5	1014	-7.1	1.6	i	-3.0%	i	19.0	0.02	1383	2.3	1.8	6.7
CC(OC(=O)c1ccc2ccccc2n1)C(=O)Nc1ccc(N2CCOCC2)cc1 (stereo not drawn)	0.145	-0.189	-0.55	-0.776	0.9%	-5.2	1213	-20.4	13.5	i	-2.8%	i	-12.4	x	x	5.1	2.2	5.9
CCn1c(SCC(=O)N2c3ccccc3CC2C)nnc1-c1ccco1 (stereo not drawn)	-0.417	-0.242	-0.34	0.665	x	x	x	x	x	i	x	i	-8.1	x	x	2.7	2.7	7.0
COCCCNc1nc(N)c([N+](=O)[O-])c(Nc2cc(OC)ccc2OC)n1	-0.139	-0.266	0.508	0.443	29.2%	-0.3	1336	x	x	i	-1.1%	x	x	-1.58	983	x	x	x
CCOc1ccccc1NC(=O)CSCC(=O)Nc1ccccc1	1.15	-0.165	0.634	-0.566	-1.4%	x	x	14.0	-2.2	i	6.2%	i	-0.6	x	x	3.7	2.1	2.4
Nc1nc(N2CCN(c3ccc(F)cc3)CC2)n[nH]1	-0.731	-0.306	-0.261	0.871	-6.5%	0.4	1541	1.3	2.3	i	0.5%	i	14.5	0.1	1470	2.8	1.6	2.2
O=C(CN1CCN(Cc2ccccc2)CC1)Nc1ccc([N+](=O)[O-])cc1C(=O)Nc1ccccc1F	-0.386	0.122	0.493	-0.757	1.1%	0.3	1121	19.1	-5.3	i	-2.1%	i	-2.7	-0.23	1141	2.0	1.5	0.4
COc1ccc(OCC(=O)NC(=S)N2CCCc3ccccc32)cc1	0.708	-0.0174	1.06	0.188	-15.4%	0.0	1077	28.6	17.7	i	-1.9%	i	-4.3	0.25	929	3.1	1.9	2.1
O=S(=O)(c1ccc(Br)s1)N1CCCCC1	-0.608	-0.264	-0.256	0.66	-4.3%	x	x	2.4	7.2	i	2.4%	i	-5.1	0.18	1168	3.2	2.9	25.7
CCNc1nc(CN2CCCCC2)nc2scc(-c3ccccc3)c12	0.346	0.0685	0.141	-0.556	-2.6%	-1.3	1034	13.8	13.9	i	-1.7%	i	-1.5	-0.92	1013	5.0	3.0	5.3
CCOP(=O)(c1ccccc1Cl)C1(O)CCCCC1 (stereo not drawn)	-0.183	-0.186	-0.169	0.0521	8.5%	-5.8	949	-0.2	10.2	i	-1.8%	i	3.0	-0.32	1420	1.5	1.9	6.1
Cc1ccc(C)c(-n2nnnc2SCC(=O)c2ccc3c(c2)NC(=O)CO3)c1	-0.228	-0.214	-0.167	0.506	0.0%	0.5	541	48.1	-1.7	i	1.4%	i	-9.7	-0.91	1313	2.0	1.9	9.5
CN=C(NC#N)NCCSCc1nc[nH]c1C	-0.0675	-0.219	0.16	0.411	-7.9%	-3.6	584	2.3	-3.2	i	0.3%	i	29.9	x	x	3.2	1.8	10.8
CCOC(=O)c1c(NC(=O)CCl)sc(CN(C)C)c1-c1ccccc1	-5.2*	1.47*	-2.7*	0.863*	-11.5%	1.2	1081	-12.1	-2.5	i	0.3%	i	16.6	-1.59	1141	3.5	1.2	8.6
CCNC(=S)Nc1ccc(C)c(S(=O)(=O)Nc2ccccc2OC)c1	1.44	-0.188	0.704	-0.679	-7.2%	-1.1	1395	x	x	i	-0.8%	x	x	0.7	1059	x	x	x
CC1(C)CC(=O)C(C=NCc2cccnc2)=C(O)C1	-0.276	-0.0717	-0.0276	0.0985	0.3%	-3.5	865	29.6	3.1	i	1.3%	i	4.0	1.42	1139	4.7	2.5	3.1
C#CCOCCOCCOCCNc1nc(N2CCN(C(=O)[C@H](CCC(=O)O)n3cc(C(N)CO)nn3)CC2)nc(N2CCN(C(=O)[C@H](CCCCN)n3cc(C(N)CC(C)C)nn3)CC2)n1 (stereo partly drawn)	1.22	-0.663	0.575	-0.498	19.2%	-0.1	1297	x	x	i	-0.1%	x	x	1.49	752	x	x	x
COc1ccc(Cl)cc1N(CC(=O)Nc1ccccc1C(=O)NCc1ccco1)S(C)(=O)=O	-0.381	-0.238	-0.207	0.312	-5.3%	-0.9	1112	-17.5	-2.0	i	0.3%	i	3.9	1.18	1299	1.2	2.0	8.0
Oc1c(CN2CCN(c3ccc(F)cc3)CC2)cc(Cl)c2cccnc12	-0.246	1.9	0.515	-1.04	0.8%	5.2	896	-1.5	-25.0	i	-2.9%	+	33.9*	u	x	5.3	1.5	18.9
O=C(NCc1ccc2c(c1)OCO2)c1cc(S(=O)(=O)N2CCCCC2)ccc1F	-0.132	-0.176	0.709	-0.0127	-1.7%	-1.2	1161	7.8	-8.6	i	-1.5%	i	13.1	0.22	1373	3.7	2.7	9.3
COc1ccc(N2CCN(C(=O)CCc3ccc(S(=O)(=O)NCC(C)C)cc3)CC2)cc1	-0.7	-0.259	-0.48	1.21	-3.6%	0.9	1020	-13.0	-3.8	i	-1.1%	i	0.1	0.27	1011	2.3	1.6	3.8
CCN(C(=O)COC(=O)/C=C/c1ccccc1)C1CCCCC1	-0.441	-0.218	-0.209	0.698	-16.6%	3.7	944	21.8	-10.2	i	-0.9%	i	-10.9	-0.12	1264	3.5	1.9	3.1
COc1cccc(N2CCN(c3ncnc4c3cnn4-c3ccc(C)cc3C)CC2)c1	-1.23	-0.135	-0.701	0.639	1.8%	1.8	1126	26.8	17.1	i	8.5%	+	5.4*	0.31	893	4.9	2.4	8.6
